D2 agonist – D2 dopamine receptor (human) agonism; activation, % at 2 µM; P14416; HEK293 T-REx D2 cells, calcium flux agonist mode; AID 485358; 0.53% of 340,000 active;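 active means activation over 3 SD above normal in the single-dose calcium agonist read, cut at about 30% in these data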; further: 0% is about no effect
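Tetracycline-induced HEK293 T-REx cells with force-coupled D2 receptor, plated overnight at 30 C, loaded with no-wash calcium dye. After a 10 s baseline, compound was pin-added and calcium flux read kinetically for 180 s; calcium rises flagged agonists.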
TRHR PAM – allosterically enhances the human TRH receptor | P34981 | TRHR cells, fluo-8 calcium fluorescence, EC20 TRH enhancement | enhancement, % at 2 µM | 0.66% of 360,000 active | AID 493056; in the data active means enhancement above about 30%; further: 0% is about no effect
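TRHR-expressing cells loaded with fluo-8 calcium dye were read kinetically (ex 480/em 530) during compound addition, then stimulated with an EC20 of TRH (10 nM final). Enhancement of the Gq-mediated intracellular calcium response was scored.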
D2 antagonist – antagonizes the human D2 dopamine receptor | P14416 | HEK293 TREx D2 cells, calcium flux, dopamine EC80 | inhibition, % at 10 µM | 2% of 340,000 active | AID 485344; in the data active means inhibition above about 30%; further: 0% is about no effect
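HEK293 T-REx D2 cells, tet-induced, calcium dye no-wash. Cpd pintool add, 180 s kinetic, then EC80 DA, 180 s kinetic. Ca flux read.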
TrxR1 inh – rat TrxR1 inhibition; recombinant rTrxR1, NADPH fluorescence consumption, selenite substrate; 1% of 390,000 active; Potency, µM (series often up to 114 µM), for the others: at the highest dose activity change, negative = inhibition, hits mostly inhibitors; O89049; further: potency means the concentration at half of the fitted maximal effect; on the % scale 0 is the no-effect control and ±100 the full control effect; nearly all actives have a fitted effect of over 65% in size
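Rat TrxR1 (90 nM in the dispensed reagent) was pre-reduced with 400 uM NADPH for 5 min at room temperature, then incubated with compound for 15 min. After 400 uM selenite was added, NADPH fluorescence (Ex 340/Em 450 nm) was followed for 8 min.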
Pin1 inh – blocks the human prolyl isomerase Pin1 | Q13526 | Pin1 FP peptide displacement, HiFluor488, 10 min | Potency, µM (series often up to 115 µM), without a hit: at the top dose activity, negative = inhibition, hits mostly inhibitors | 0.009% of 390,000 active | AID 504891; active means well fitted inhibition curve with a large enough effect in the polarisation, with a control signal flat, not every such curve was filed as active; inconclusive means small, poorly fitted or top-dose-only effect, or effect the other way, or a change in a side signal; inactive means no such curve, though single readings can be large or run the other way; the % refers to the polarisation; further: potency means the concentration at half of the fitted maximal effect; on the % scale 0 is the no-effect control and ±100 the full control effect
Target sequence (Q13526 whole entry, looked up): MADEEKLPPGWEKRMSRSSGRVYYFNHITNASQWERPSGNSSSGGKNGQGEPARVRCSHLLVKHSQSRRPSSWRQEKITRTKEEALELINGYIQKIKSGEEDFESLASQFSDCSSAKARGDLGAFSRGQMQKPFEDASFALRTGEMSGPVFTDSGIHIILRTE
TRHR agonist – agonists of human TRH receptor; AID 493084; activation, % at 2 µM; TRHR cells, calcium flux fluo-8, FDSS agonist mode; P34981; 0.18% of 360,000 active; in the data active means activation above about 30%; further: 0% is about no effect
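In this calcium-flux screen, cells bearing human TRHR are dye-loaded with fluo-8, baselined for 10 cycles, then exposed to library compounds; positive kinetic calcium responses during the agonist phase mark hits, with TRH as control.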
USP1-UAF1 inh – USP1/UAF1 (human) deubiquitinase inhibition; O94782; recombinant USP1/UAF1, Ub-Rhodamine cleavage fluorescence; Potency, µM (doses to about 57.1 µM), without a hit: at the highest dose activity change, negative = inhibition, hits mostly inhibitors; 0.23% of 390,000 active; AID 743255; further: potency means the concentration at half of the fitted maximal effect; on the % scale 0 is the no-effect control and ±100 the full control effect; nearly all actives have a fitted effect of over 60% in size; inactives centre near -12
Target sequence (O94782 whole entry, looked up): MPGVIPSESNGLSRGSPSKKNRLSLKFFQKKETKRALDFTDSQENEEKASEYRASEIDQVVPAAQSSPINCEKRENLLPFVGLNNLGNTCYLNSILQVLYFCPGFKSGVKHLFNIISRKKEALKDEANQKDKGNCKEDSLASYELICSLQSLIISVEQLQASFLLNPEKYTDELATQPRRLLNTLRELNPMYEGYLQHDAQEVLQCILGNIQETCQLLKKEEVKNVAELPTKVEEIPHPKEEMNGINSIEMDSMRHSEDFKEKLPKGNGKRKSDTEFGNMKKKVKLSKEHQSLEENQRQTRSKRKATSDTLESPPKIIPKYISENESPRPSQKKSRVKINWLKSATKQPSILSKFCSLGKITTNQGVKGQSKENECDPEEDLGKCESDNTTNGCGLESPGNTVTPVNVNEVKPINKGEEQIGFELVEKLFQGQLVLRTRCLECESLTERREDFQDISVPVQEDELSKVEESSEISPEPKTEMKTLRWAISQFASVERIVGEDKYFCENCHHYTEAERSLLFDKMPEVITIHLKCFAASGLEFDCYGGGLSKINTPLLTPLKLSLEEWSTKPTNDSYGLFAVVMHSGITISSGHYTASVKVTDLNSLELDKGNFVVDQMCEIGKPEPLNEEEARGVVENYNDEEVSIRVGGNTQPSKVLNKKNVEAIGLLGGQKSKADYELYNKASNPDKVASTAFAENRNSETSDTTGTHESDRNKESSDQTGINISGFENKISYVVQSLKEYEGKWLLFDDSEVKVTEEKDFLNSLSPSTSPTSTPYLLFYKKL
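In this screen, compounds sit with the deubiquitinase complex (1nM) for 15 min at room temperature before Ub-Rho is added at 150nM final. Fluorescence rise is then followed for 6 reads every 60 seconds.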
mIDH1 inhibitor – blocks human mutant IDH1 R132H enzyme; O75874; IDH1-R132H enzyme, NADPH consumption, diaphorase/resazurin fluorescence; Potency, µM (doses to about 76.6 µM), without a hit: at the highest dose activity change, negative = inhibition, actives largely listed as inhibitors; 0.093% of 390,000 active; further: potency means the concentration at half of the fitted maximal effect; on the % scale 0 is the no-effect control and ±100 the full control effect; nearly all actives have a fitted effect of over 65% in size
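IDH1-R132H (0.5 ug/mL) preincubated 30 min with compound, then NADPH (0.016 mM) and alpha-KG (2 mM) added; 80 min at RT, pH 7.5. Remaining NADPH coupled via diaphorase/resazurin to fluorescence (540/590 nm); concentration-response curves normalized to no-enzyme control.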
TrxR1 substrate – is turned over as a substrate by rat TrxR1 | O89049 | purified TrxR1 substrate turnover, NADPH consumption readout | 0.01% of 390,000 active | Potency, µM (series often up to 114 µM), for inactives: at the highest dose activity change, negative = substrate turnover | AID 588456; further: potency means the concentration at half of the fitted maximal effect; on the % scale 0 is the no-effect control and ±100 the full control effect; nearly all actives have a fitted effect of over 50% in size
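Rat TrxR1, dispensed at 90 nM, was prereduced with 400 uM NADPH (final) for 5 min at ~22 deg C, then incubated with compound 15 min before 400 uM selenite. A first-read NADPH fluorescence drop versus no-compound background flagged substrates.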
Starred values were filed as active, the others as inactive; ? = inconclusive; . = not tested or not shown; & = joins results of further samples; [ ] = dose if it differs, or a comment. Unless noted, the call rests on the fitted dose curve; in most records, active means well fitted inhibition curve with a large enough effect; inconclusive means small, poorly fitted or top-dose-only effect; inactive means no such curve, though single readings can be large or run the other way. Only part of the results is shown; rates above refer to the full screens.

Fields: TRHR PAM, mIDH1 inhibitor, USP1-UAF1 inh, Pin1 inh, D2 antagonist, TRHR agonist, TrxR1 inh, D2 agonist, TrxR1 substrate
1. Cc1cc(C)c2c(N)c(C(=O)N3CCc4ccccc4C3)sc2n1
 : -6, 13%, -21%, 11%, 9, -0.7, 5%, -0.2, 24%
2. CC1CCN(C(=O)COC(=O)/C=C/c2ccco2)CC1
 : ., 12%, -4%, ?, ., ., 8.9µM*, ., 11%
3. CC[n+]1c(/C=C/c2cc([N+](=O)[O-])ccc2O)ccc2ccccc21
 : 7, -6%, -27%, 12%, 0, -0.2, -3%, 0.3, -5%
4. COc1ccc(C(C)=O)cc1CN1C(=O)NC2(CCCCCCC2)C1=O
 : -5, 1%, -20%, 1%, -3, -0.5, 19%[57.1 µM], 0.3, 6%[57.1 µM]
5. Cc1cccc2c1N(C(=O)CN1C(=O)c3ccccc3C1=O)C(C)(C)c1ssc(=S)c1-2
 : -8, -1%, -27%, -9%, -10, 0.4, 11%, -1.8, 4%
6. Cc1ccc2nc(-c3ccccc3)cn2c1
 : 2, 21%, 0%, -3%, -26, -1.0, -9%, -0.5, 54%[activator]
7. O=C(NCc1ccco1)C1CCC(N2C(=O)c3ccccc3C2=O)CC1 (stereo not drawn)
 : -11, 4%, -8%, 3%, -21, 0.5, 1%[57.1 µM], -1.2, 5%[57.1 µM]
8. CCOc1cc2[nH]c(=S)n(CCC(=O)N3CCc4ccccc4C3)c(=O)c2cc1OCC
 : -6, -1%, -13%, ?, -6, -1.2, 15%, -0.1, 0%
9. Cc1ccc(C(O)c2ccc(-n3ccnc3)cc2)cc1 (stereo not drawn)
 : -2, 3%, -14%, -1%, -3, 0.0, -8%, -1.7, -4%
10. O=C(CCCOc1ccccc1)NC(=S)Nc1ccccc1
 : 14, 4%, -17%, 7%, ., -0.2, -44%, ., -15%[57.1 µM]
11. Cc1ccc(OCc2nnc(SCc3ccc(C#N)cc3)n2-c2ccc(C)cc2)cc1
 : 11, 0%, -9%, ?, 7, 0.6, 5%[57.1 µM], -0.6, -5%[57.1 µM]
12. COCCn1c(SCC(=O)c2ccc(CNC(C)=O)o2)nc2ccccc2c1=O
 : 6, -2%, 1%, -1%, -11, 1.7, -28%, -0.1, -3%
13. O=C(CNC(=O)c1ccccc1F)OCc1nc2ccccc2s1
 : 2, -1%, -9%, 6%, 10, -0.1, 13%[57.1 µM], 0.1, -4%
14. COc1ccccc1N1CCN(C(=O)c2ccccc2SCC(=O)NCc2ccco2)CC1
 : -7, -1%, -12%, -2%, -16, 0.1, -3%, 0.9, 3%
15. CCOc1ccc(C2C(C(=O)c3ccc(C)o3)=C(O)C(=O)N2CCN2CCOCC2)cc1OC (stereo not drawn)
 : 6, 7%, -27%, ?, 4, 0.2, 56µM*, 0.0, -7%
16. O=C(CCN1C(=O)S/C(=C/c2ccc(F)cc2)C1=O)Nc1ccc(O)c(C(=O)O)c1
 : 2, 1%, -11%, -1%, 5, 0.5, -10%, 0.7, -13%
17. CCC1=Nc2cc(C(=O)NCC(C)c3ccccc3)ccc2Sc2ccc(C)cc21 (stereo not drawn)
 : 1, 7%, -17%, 6%, ., 1.3, 12%, -0.3, 1%
18. NC(=O)c1nn(CC(=O)Nc2cccc(S(=O)(=O)N3CCCC3)c2)c(=O)c2ccccc12
 : -9, 2%, -11%, 4%, 44*, -0.9, 11%, 0.3, 5%
19. O=C1/C(=C\c2cccc(O)c2O)SC(=S)N1Cc1ccccc1
 : 17, -9%, -20%, 4%, ., 2.5, -9%, ., -3%
20. COc1ccc(S(=O)(=O)N(C)CC(=O)N2CCN(Cc3ccccc3)CC2)cc1C
 : 3, 13%, -4%, 3%, 25, -0.1, -13%, 1.1, 5%
21. O=S(=O)(NCc1cccs1)c1cccc(S(=O)(=O)N2CCCCC2)c1
 : -11, 4%, -13%, 0%, -2, -0.8, 3%, -0.7, 3%
22. COC(=O)c1ccccc1NC(=O)Nc1ccc(C(=O)N2CCCC2)cc1
 : 3, 7%, -17%, -2%, 7, 0.6, 11%, 0.3, 5%
23. Cc1ccc(C)c(S(=O)(=O)Nc2ccc(O)c(C(=O)O)c2)c1
 : -1, -2%, -11%, 0%, -6, -0.2, 12%[57.1 µM], 2.2, 2%[57.1 µM]
24. CCOc1ccc(C2CC(c3cccc(OC)c3)n3nc(N)nc3N2)cc1 (stereo not drawn)
 : 0, -4%, -4%, -1%, 19, 0.1, 23%[57.1 µM], -0.5, 6%[57.1 µM]
25. CCC(=O)N(CCc1ccc(OC)c(OC)c1)Cc1cc2ccc(C)cc2n2nnnc12
 : 6, 4%, -18%, 13%, -1, -0.1, 19%[57.1 µM], -0.1, -21%[57.1 µM]
26. Cc1ccc(NS(=O)(=O)c2cc(C(=O)NCc3ccncc3)ccc2C)cc1
 : -7, 6%, -18%, -1%, 1, -0.4, 13%, -1.3, 0%
27. COc1cccc(CNC(=O)CSc2ccc(-c3ccncc3)nn2)c1
 : 1, ., ., ., -2, -0.9, ., 1.4, .
28. COc1cccc(C2=NOC(C(=O)Nc3cccnc3)C2)c1 (stereo not drawn)
 : -1, 12%, 3%, -5%, -2, -0.2, 12%, 0.6, -7%
29. O=C(Cc1c(F)cccc1Cl)Nc1nc2ccccc2s1
 : -1, -5%, -15%, 2%, 3, -0.2, 2%, 1.4, -12%
30. Cc1nc2ccccc2c(=O)[nH]1
 : -4, 0%, -8%, 13%, -2, -0.5, 3%, -1.7, 2%

Brought forward from above: two entries, then new ones.
Fields: TRHR PAM, mIDH1 inhibitor, USP1-UAF1 inh, Pin1 inh, D2 antagonist, TRHR agonist, TrxR1 inh, D2 agonist, TrxR1 substrate
29. O=C(Cc1c(F)cccc1Cl)Nc1nc2ccccc2s1
 : -1, -5%, -15%, 2%, 3, -0.2, 2%, 1.4, -12%
30. Cc1nc2ccccc2c(=O)[nH]1
 : -4, 0%, -8%, 13%, -2, -0.5, 3%, -1.7, 2%
31. CCc1cc(=O)oc2c3c(cc(OCC(=O)NCCC(=O)O)c12)OC(C)(C)CC3
 : -5, 15%, -11%, 1%, 11, -0.2, ?, 8.1, 444%[activator]
32. COc1ccc(NC(=O)N2CCCC2C(=O)NCCc2ccccc2)cc1 (stereo not drawn)
 : 11, 7%, -18%, 5%, 0, -0.1, -1%, 0.1, -1%
33. CC(C)(C)OC(=O)N1CCN(C(=O)c2[nH]cnc2C(=O)Nc2ccon2)CC1
 : -3, 0%, 12%, 4%, 6, 0.3, 4%, 0.6, 0%
34. O=C(CCC(=O)Nc1ccc(Cl)cc1)N/N=C/c1ccc2c(c1)OCO2
 : -7, 0%, -16%, 41%[activator], 13, 1.6, -8%, 1.0, -7%
35. Cc1cc(C(=O)Nc2cnn(Cc3ccc(Cl)cc3Cl)c2)no1
 : 7, 10%, -6%, 1%, -7, -0.1, ?, -0.7, -5%
36. O=C(OC(C(=O)Nc1ccc(Cl)cc1C(F)(F)F)c1ccccc1)c1c(Cl)cccc1Cl (stereo not drawn)
 : -7, -2%, -10%, ?, -13, 0.6, 8%, 0.9, -3%
37. CCOc1ccc(C(=O)CSc2nnc(N)s2)cc1
 : 0, 5%, 2%, 13%, 1, -0.4, -23%, -0.2, -3%
38. COc1ccc(NS(=O)(=O)c2cn(C)nc2C)cc1
 : -1, 0%, -14%, -10%, 9, 0.3, -14%, -0.8, -9%
39. O=S(=O)(CCc1nc2ccccc2s1)c1ccc2ccccc2c1
 : 5, 4%, -19%, 0%, 10, -1.1, 11%, 0.8, -6%
40. O=C(NCc1cccc(Br)c1)c1cc(-c2ccccc2)nn1CC1CC(c2cccc([N+](=O)[O-])c2)=NO1 (stereo not drawn)
 : ., -2%, 13%, ?, ., ., 21%[57.1 µM], ., 9%[57.1 µM]
41. Cc1ccc(NC(=O)Cn2c(-c3ccc(F)cc3)cnc2SCC(=O)Nc2c(C)cccc2C)cc1
 : 4, 4%, -19%, ?, ., -0.2, 38%[0.0914 µM], ., 1%
42. Cc1noc(Cn2c(=O)c3ccccc3n(CC(=O)Nc3ccccc3C(F)(F)F)c2=O)n1
 : 5, -1%, -20%, 1%, ., -1.0, 6%, ., -3%
43. Fc1cccc(CCN2CCN=C2Nc2ccccc2)c1
 : -2, -3%, -19%, -2%, 2, 8.7, 14%, 15, 4%
44. COC(=O)[C@H](Cc1ccccc1)[C@@H](C)OS(N)(=O)=O
 : 3, 12%, ?, 5%, 7, 0.0, 11%, -0.4, 2%
45. CC1(C)CC(=O)C(C=NCc2cccnc2)=C(O)C1
 : -3, 7%, -22%, -4%, 28, -0.3, 4%, 0.1, -1%
46. CCOC(=O)C1CCN(C(=O)CSc2nc(N)cc(=O)[nH]2)CC1
 : 17, 14%, -23%, -3%, -4, -0.1, 23%, 0.0, 2%
47. CCCCN(CC)C(=O)c1n[nH]c(=O)c2ccccc12
 : -4, -4%, -1%, 3%, 8, 0.1, 13%, 0.6, -5%
48. COC(=O)CCN(C(=O)c1ccc(N2CCCCC2)c([N+](=O)[O-])c1)c1ccccn1
 : 3, 0%, -23%, ?, -6, 0.5, 1%[57.1 µM], 15, -4%[57.1 µM]
49. O=C(NNc1ccccc1Cl)C(O)(c1cccc(C(F)(F)F)c1)c1cccc(C(F)(F)F)c1
 : -8, -8%, -22%, -10%, -9, 1.0, 9%, -0.7, -9%
50. Cc1cccc(CNc2ncnc3ccc(-c4ccoc4)cc23)c1
 : 11&0, ., ., 2%, -12, 1.5&0.2, 23%, 0.2, 22%
51. CCc1ccc(NC(=O)C(=O)NCCN2CCN(Cc3ccc([N+](=O)[O-])cc3)CC2)cc1
 : 0, 2%, 0%, 5%, -1, -0.8, -6%, -0.3, -8%

Source: PubChem BioAssay (National Center for Advancing Translational Sciences (NCATS))
